Assay outcomes from PubChem BioAssay.
SMN2 splice up: qHTS Assay for Enhancers of SMN2 Splice Variant Expression. hit rate 2.8% among 210,000. HEK293 SMN2-luciferase splicing reporter, luminescence, 30-36 h. Potency, µM (titrated, usually from 46.1 µM), for the others: at the highest dose activity change, positive = activation, actives largely listed as activators; note: % of control where 0% means no effect; nearly all actives have a fitted effect of over 55% in size
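qHTS luciferase splicing reporter: luminescence rises when SMN2 exon 7 is included in transfected HEK293 cells. Compound exposure lasted 30-36 h at 37C, with 4.5 mM final sodium butyrate as control, followed by a ONE-Glo read.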
KDM4E inh: qHTS Assay for Inhibitors of Human Jumonji Domain Containing 2E (JMJD2E). Potency, µM (titrated, usually from 57.1 µM), without a hit: at the top dose activity change, negative = inhibition, actives largely listed as inhibitors. hit rate 1.6% among 230,000. JMJD2E catalytic domain, FDH-coupled NADH fluorescence (FDH is formaldehyde dehydrogenase). Lysine-specific demethylase 4E (Homo sapiens), B2RXH2; active = well fitted inhibition curve with a large enough effect, not every such curve was filed as active; inconclusive = small, poorly fitted or top-dose-only effect, or another doubt; inactive = no such curve, though single readings can be large or run the other way;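 note: 0% = wells with enzyme and -100% = buffer wells without enzyme; nearly all actives have a fitted effect of over 50% in size; many of its hits are not listed in these tables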
Target sequence (B2RXH2 1-337 limits assumed): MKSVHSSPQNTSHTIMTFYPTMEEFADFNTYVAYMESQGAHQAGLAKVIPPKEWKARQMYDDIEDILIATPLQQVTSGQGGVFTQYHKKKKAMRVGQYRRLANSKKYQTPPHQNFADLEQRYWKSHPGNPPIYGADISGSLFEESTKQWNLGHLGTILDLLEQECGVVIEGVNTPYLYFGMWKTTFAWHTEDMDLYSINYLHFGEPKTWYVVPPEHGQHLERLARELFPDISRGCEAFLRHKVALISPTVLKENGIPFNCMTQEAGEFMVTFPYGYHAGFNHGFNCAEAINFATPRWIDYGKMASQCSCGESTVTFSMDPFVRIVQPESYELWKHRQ
Tau fluor counter: Counterscreen qHTS for Inhibitors of Tau Fibril Formation, Fluorescence Polarization; tau K18 P301L Alexa594 fluorescence, heparin fibrillization; AID 1463, 2008; Potency, µM (titrated, usually from 57.7 µM), inactives show at the highest dose activity change, negative = decrease; hit rate 0.93% among 280,000; note: % is set by controls: 0 for no effect and ±100 for the full control effect; nearly all actives have a fitted effect of over 55% in size
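Human tau K18 P301L (15 uM unlabeled, 0.24 uM Alexa 594-labeled) in 100 mM sodium acetate pH 7 with 20 uM heparin, 6 hr at 37 C. ThT 30 uM added, 1 hr ambient; Alexa 594 FP and total fluorescence read at 555/632 nm.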
Tau fibril FP: qHTS for Inhibitors of Tau Fibril Formation, Fluorescence Polarization; Microtubule-associated protein tau (Homo sapiens), P10636; K18 P301L tau heparin fibrillization, Alexa594 FP, 6 h; Potency, µM (series often up to 57.7 µM), for the others: at the highest dose activity, negative = inhibition, actives largely listed as inhibitors; hit rate 0.39% among 280,000; note: % is set by controls: 0 for no effect and ±100 for the full control effect; nearly all actives have a fitted effect of over 55% in size
Target sequence (P10636 561-689 P618L limits assumed): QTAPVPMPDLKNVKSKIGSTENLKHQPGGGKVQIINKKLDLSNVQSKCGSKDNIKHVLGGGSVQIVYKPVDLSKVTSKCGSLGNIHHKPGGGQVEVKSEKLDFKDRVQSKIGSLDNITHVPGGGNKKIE
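Steps: dispense K18 P301L tau (15 uM plus 0.24 uM Alexa 594 tracer, final) in pH 7 sodium acetate; add compound; add heparin (20 uM final); incubate 6 hr, 37 C; add ThT (30 uM final); after 1 hr ambient, read FP.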
ALDH1A1 block: qHTS Assay for Inhibitors of Aldehyde Dehydrogenase 1 (ALDH1A1) | AID 1030, 2008 | hit rate 7.3% among 220,000 | Purified ALDH1A1, NADH fluorescence, propionaldehyde substrate | Potency, µM (doses to about 75.3 µM), inactives show at the highest dose activity, negative = inhibition, actives largely listed as inhibitors; active = well fitted inhibition curve with a large enough effect, not every such curve was filed as active; inconclusive = small, poorly fitted or top-dose-only effect, or another doubt; inactive = no such curve, though single readings can be large or run the other way;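 note: plate controls were no enzyme wells and a reference inhibitor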
Target sequence (P00352 whole entry, looked up): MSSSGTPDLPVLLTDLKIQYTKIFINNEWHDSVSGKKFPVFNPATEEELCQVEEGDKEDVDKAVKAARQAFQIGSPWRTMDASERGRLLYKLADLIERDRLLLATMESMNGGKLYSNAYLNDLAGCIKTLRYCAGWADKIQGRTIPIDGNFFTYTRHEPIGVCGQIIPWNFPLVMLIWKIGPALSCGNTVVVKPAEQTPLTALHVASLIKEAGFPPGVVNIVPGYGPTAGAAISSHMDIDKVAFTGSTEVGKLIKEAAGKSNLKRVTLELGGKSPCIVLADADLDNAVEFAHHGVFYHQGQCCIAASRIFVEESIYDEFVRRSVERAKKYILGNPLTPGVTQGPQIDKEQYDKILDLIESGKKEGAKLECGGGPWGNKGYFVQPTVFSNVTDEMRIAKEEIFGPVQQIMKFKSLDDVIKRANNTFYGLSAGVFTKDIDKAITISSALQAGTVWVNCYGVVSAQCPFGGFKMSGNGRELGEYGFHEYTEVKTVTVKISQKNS
HttQ103 aggreg: qHTS Multiplex Assay to Identify Dual Action Probes in a Cell Model of Huntington: Aggregate Formation (GFP); Potency, µM (titrated, usually from 46.1 µM), without a hit: at the top dose activity change, negative = inhibition, usual class: inhibitors; hit rate 1.1% among 220,000; AID 1688, 2009; PC12 HttQ103-GFP aggregates, Acumen cytometry, 40 h; note: % is set by controls: 0 for no effect and ±100 for the full control effect; nearly all actives have a fitted effect of over 60% in size
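Aggregates are detected as GFP objects 1–25 µm with signal 6 STDEV over background in lysates of induced PC12 cells. These carry Huntingtin exon 1 with 103 glutamines fused to GFP under an ecdysone promoter; compounds titrated.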
HTT cytoprotect: qHTS Multiplex Assay to Identify Dual Action Probes in a Cell Model of Huntington: Cytoprotection (ATP); PC12 HTT-Q103 induced, cytoprotection, ATP luminescence, 40 h; Potency, µM (doses to about 56.4 µM), for inactives: cytoprotection (ATP increase), hits mostly activators; hit rate 0.14% among 230,000; AID 1471, 2008;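 note: % of control where 0% means no effect; nearly all actives have a fitted effect of over 45% in size; toxic huntingtin expression switched on by the ecdysone agonist tebufenozide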
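PC12 cells with ecdysone-inducible HTT exon 1 Q103-GFP, induced with 100 nM tebufenozide and co-treated with library compounds in a dose series (1536-well, 1500 cells/well). Cytoprotection read as ATP content by ATPlite luminescence.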
Tau ThT inhib: qHTS for Inhibitors of Tau Fibril Formation, Thioflavin T Binding. Potency, µM (doses to about 57.4 µM), for inactives: at the top dose activity, negative = inhibition, actives largely listed as inhibitors. AID 1460, 2008. Microtubule-associated protein tau (Homo sapiens), P10636. hit rate 2.1% among 270,000. recombinant tau K18 P301L (four-repeat tau fragment), heparin-induced fibrillization, ThT fluorescence; note: % is set by controls: 0 for no effect and ±100 for the full control effect; nearly all actives have a fitted effect of over 55% in size
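In this qHTS, human K18 P301L tau is incubated with compound and heparin for 6 hr at 37 C, and Thioflavin T fluorescence then reports fibril load.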
The depositor's hits bear a star; u = inconclusive; x = no result given; [ ] = remark or other dose. Unless noted, calls come from the whole dose curve; as a rule, active = well fitted curve in the direction sought with a large enough effect; inconclusive = small, poorly fitted or top-dose-only effect, or another doubt; inactive = no such curve, though single readings can be large; an effect the other way counts as inactive or inconclusive. Potency is the fitted concentration of half-maximal effect. The list is partial; rates above refer to the full screens.

#1 Cc1ccc(C(=O)CC2(O)C(=O)N(CN3CCOCC3)c3ccccc32)cc1 (stereo not given)
#2 CN(C)CCN1C(=O)c2oc3ccc(F)cc3c(=O)c2C1c1ccncc1 (stereo not given)
#3 CN(C)CCNC(=O)c1ccc2c(c1)N(Cc1c(F)cccc1Cl)C(=O)c1ccccc1S2
#4 COc1ccccc1NS(=O)(=O)c1ccc(O)c(C(N)=O)c1
#5 O=C(NC(=S)NCC1CCCO1)c1ccc(Br)o1 (stereo not given)
#6 C=CCOC(=O)N[C@H](C[N+](=O)[O-])c1ccccc1
#7 COCCOC(=O)C1=C(C)NC(=O)NC1c1ccco1 (stereo not given)
#8 Cc1ccccc1N/C=C/C(=C(C#N)C#N)N(C)C
#9 CCc1ccc[n+](-c2[nH]c(=O)sc2/C=N/N=C(\[O-])CCn2c3ccccc3c3ccccc32)c1
#10 COCCN(CC(=O)Nc1ccccc1)S(=O)(=O)c1ccc(S(=O)(=O)N2CCCC2)cc1

compound no. | 1 | 2 | 3 | 4 | 5 | 6 | 7 | 8 | 9 | 10
SMN2 splice up | 4% | -3% | -18% | -26% | u | -1% | x | -9% | x | -7%
KDM4E inh | 5% | u | x | u | 13% | 1% | -4% | 1% | -27% | -4%
Tau fluor counter | -2% | -12% | -25% | -12% | -4% | -6% | -7% | -9% | u | 2%
Tau fibril FP | -7% | -13% | -6% | -3% | 6% | 4% | -6% | -20% | 4% | 4%
ALDH1A1 block | 14µM* | u | x | u | u | 9% | x | 7% | x | 28%
HttQ103 aggreg | u | -2% | x | 0% | 3% | x | -13%[9.22 µM] | 6% | -12%[9.22 µM] | 9%
HTT cytoprotect | 4% | 4%[10 µM] | x | 23%[10 µM] | -27% | u | -1%[10 µM] | 2% | -2%[10 µM] | -12%
Tau ThT inhib | -2% | -11% | -3% | -14% | 1% | -6% | -12% | -5% | 16µM* | 0%

#11 CC1CCc2c(sc(NC(=O)c3ccccc3C(=O)O)c2C#N)C1 (stereo not given)
#12 CC(C)(C)n1nnnc1C(c1cccc(C#N)c1)N1CCN2CCCC2C1 (stereo not given)
#13 C1CCC(n2nnnc2CN2CCN(C3CCCC3)CC2)CC1
#14 Cc1cc(C(F)F)n2nc(C(=O)Nc3ccc(S(=O)(=O)N4CCCC4)cc3)nc2n1
#15 COc1cccc(C(=O)N2CCN(Cc3ccco3)CC2)c1OC
#16 Cc1cc(C(=O)CCl)c(C)n1CCc1ccc(F)cc1
#17 COC(=O)c1ccccc1NC(=O)N1CCN(c2ccccc2)CC1
#18 CC(=O)Nc1nonc1-c1nc2ccccc2n1Cc1ccccc1
#19 CC(C)c1ccc(NC(=O)N2CCN(S(=O)(=O)c3ccccc3)CC2)cc1
#20 COCC(=O)N(Cc1cc2ccccc2[nH]c1=O)c1ccccc1OC

compound no. | 11 | 12 | 13 | 14 | 15 | 16 | 17 | 18 | 19 | 20
SMN2 splice up | x | 12% | -7% | 12% | -3% | -31%[inhibitor] | -12% | u | 15% | 24%
KDM4E inh | 4% | -3% | 0% | -5% | -11% | 7% | -17% | u | 0% | u
Tau fluor counter | 7% | -4% | -5% | -4% | -17% | -4% | -16% | -11% | -11% | -11%
Tau fibril FP | 8% | 5% | -5% | -1% | 0% | 4% | 6% | 0% | -5% | 3%
ALDH1A1 block | u | 20µM* | -5% | u | -8% | 0.4µM* | 13% | u | -13% | u
HttQ103 aggreg | 16%[9.22 µM] | -1% | 16% | -6% | 11% | u | 21%[9.22 µM] | u | 13%[9.22 µM] | 4%
HTT cytoprotect | -28%[10 µM] | 1% | -13%[10 µM] | 3% | -21% | 7% | 11%[10 µM] | -42%[10 µM] | -3%[10 µM] | 13%
Tau ThT inhib | 14% | -7% | -7% | -3% | -12% | -10% | -17% | -6% | 10% | -13%

#21 COc1ccc(C(=O)CSc2cc(C)nc(SCC(=O)c3ccc(C)cc3)n2)cc1
#22 Cc1cc(C)nc(N2CCCC(C(=O)NCc3cccs3)C2)n1 (stereo not given)
#23 C=CCc1cccc2cc(C(=O)NCCOC)c(=O)oc12
#24 O=C(COc1cccc(Oc2ccccc2)c1)Nc1ccc(SC(F)F)cc1
#25 COc1cc(OC)cc(C(=O)NCC(=O)OCC(=O)Nc2ccc3c(c2)OCO3)c1
#26 O=C(CSc1ncccn1)n1c2c(c3ccccc31)CCCC2
#27 CC(Oc1ccccc1)C(=O)N1CCN=C1SCc1ccccc1 (stereo not given)
#28 CCc1cc(C(=O)c2ccc(OC)cc2)c(NC(=O)CN2CCN(C)CC2)s1
#29 CCn1ncc(Cl)c1C(=O)NC(C)c1ccccc1 (stereo not given)
#30 CCc1ccc(NC(=O)Cn2c(=O)oc3cc(S(=O)(=O)N4CCOCC4)ccc32)cc1

compound no. | 21 | 22 | 23 | 24 | 25 | 26 | 27 | 28 | 29 | 30
SMN2 splice up | -84%[inhibitor] | x | -6% | -4% | -2% | -5% | -2% | x | -1% | -26%
KDM4E inh | -7% | u | u | 1% | -22% | 0% | -1% | -9% | -2% | 5%
Tau fluor counter | 5% | 6% | 1% | u | -11% | -17% | -11% | 6% | -9% | -18%
Tau fibril FP | -1% | 4% | 1% | u | 3% | -8% | -2% | 4% | 2% | -12%
ALDH1A1 block | -2% | u | -4% | 7% | -14% | -11% | -10% | 2% | 5% | 8%
HttQ103 aggreg | -5% | -16% | 3%[9.22 µM] | 1%[9.22 µM] | 7% | -30% | 15% | -5%[9.22 µM] | -5% | u
HTT cytoprotect | 11%[10 µM] | 3% | -13%[10 µM] | -26% | 10%[10 µM] | -20% | -5% | -12%[10 µM] | -2% | 3%
Tau ThT inhib | 8% | 2% | -1% | -17% | -14% | -8% | -11% | -5% | -13% | -3%

Structures shown so far that contain a cyano group:
#8 Cc1ccccc1N/C=C/C(=C(C#N)C#N)N(C)C
#11 CC1CCc2c(sc(NC(=O)c3ccccc3C(=O)O)c2C#N)C1 (stereo not given)
#12 CC(C)(C)n1nnnc1C(c1cccc(C#N)c1)N1CCN2CCCC2C1 (stereo not given)

compound no. | 8 | 11 | 12
SMN2 splice up | -9% | x | 12%
KDM4E inh | 1% | 4% | -3%
Tau fluor counter | -9% | 7% | -4%
Tau fibril FP | -20% | 8% | 5%
ALDH1A1 block | 7% | u | 20µM*
HttQ103 aggreg | 6% | 16%[9.22 µM] | -1%
HTT cytoprotect | 2% | -28%[10 µM] | 1%
Tau ThT inhib | -5% | 14% | -7%

Continued.
#31 CCOC(=O)c1oc2ccc(S(=O)(=O)n3nc(-c4cc(OCC)c(OCC)c(OCC)c4)cc3N)cc2c1C
#32 O=C(N/N=C/c1ccc(-c2cccc([N+](=O)[O-])c2)o1)c1cccs1
#33 COc1ccc(-c2nnn(CC(=O)N(CC(=O)NC3CCCC3)c3ccccc3)n2)cc1OC
#34 O=C(COC(=O)COc1ccccc1)Nc1ccc(S(=O)(=O)N2CCOCC2)cc1
#35 O=C1N/C(=C/c2ccc(N3CCOCC3)o2)C(=O)N1c1ccccc1
#36 O=C1OCC2=C1C(c1ccc(F)cc1)c1cc3c(cc1N2)OCO3 (stereo not given)
#37 COC(=O)c1cc(C#N)c(N(C)Cc2ccccc2)nc1C
#38 CC(C)CCNC(=O)CC1Nc2c3ccccc3nc(=S)n2C1=O (stereo not given)
#39 CCCCSc1nc(NCc2ccco2)c2c3c(sc2n1)COC(C)(C)C3
#40 CCCCN(C)CCOc1ccccc1OCC

compound no. | 31 | 32 | 33 | 34 | 35 | 36 | 37 | 38 | 39 | 40
SMN2 splice up | 1% | 1% | 10% | 11% | 9% | -25% | -7% | 6% | x | 40%
KDM4E inh | x | 5% | 5% | -3% | 5% | u | u | 8% | u | -1%
Tau fluor counter | u | -13% | -1% | -23% | 3% | -29% | -17% | -2% | -14% | -1%
Tau fibril FP | u | 0% | 2% | -11% | -16% | 8% | -6% | 2% | -14% | -3%
ALDH1A1 block | x | -1% | 7% | 32µM* | 7.1µM* | u | u | -1% | u | 1%
HttQ103 aggreg | x | 30% | x | -3% | u | -4% | 6% | 16%[1.84 µM] | -5% | -8%
HTT cytoprotect | x | -22% | x | -55%[inhibitor] | -14%[0.074 µM] | -149%[inhibitor] | 18% | 27% | -35% | -14%[10 µM]
Tau ThT inhib | -6% | u | 1% | -6% | u | -15% | -28% | -6% | -13% | 5%

#41 Cn1c(=O)c2c(nc(CN3CCc4ccccc4C3)n2Cc2ccc(Cl)cc2)n(C)c1=O
#42 COC(=O)c1nn(-c2ccc(-c3ccccc3)cc2)cc1O
#43 COc1ccc(S(=O)(=O)N2CCCCCC2)cc1NC(=O)Cc1ccccc1F
#44 Cc1ccc(C(C)C)c(OCC(=O)Nc2ccccc2N2CCN(C)CC2)c1
#45 CCSc1nc(CC)c2c(c1C#N)CCCC2

compound no. | 41 | 42 | 43 | 44 | 45
SMN2 splice up | -13% | u | x | -92%[inhibitor] | 8%
KDM4E inh | 9% | u | -2% | -4% | -4%
Tau fluor counter | -6% | -19% | -20% | -11% | -1%
Tau fibril FP | 0% | -2% | u | -3% | 6%
ALDH1A1 block | -2% | u | x | -7% | -12%
HttQ103 aggreg | -12% | -12% | -7%[9.22 µM] | 5% | -24%
HTT cytoprotect | 24%[10 µM] | u | 2%[10 µM] | 15%[0.074 µM] | x
Tau ThT inhib | 2% | u | 2% | -17% | -9%

2 entries from above, with values under each structure.
Each structure is followed by: SMN2 splice up	KDM4E inh	Tau fluor counter	Tau fibril FP	ALDH1A1 block	HttQ103 aggreg	HTT cytoprotect	Tau ThT inhib
42: COC(=O)c1nn(-c2ccc(-c3ccccc3)cc2)cc1O
  u	u	-19%	-2%	u	-12%	u	u
41: Cn1c(=O)c2c(nc(CN3CCc4ccccc4C3)n2Cc2ccc(Cl)cc2)n(C)c1=O
  -13%	9%	-6%	0%	-2%	-12%	24%[10 µM]	2%
